Screens as filed in PubChem.
A350 autofl: qHTS Assay for Spectroscopic Profiling in A350 Spectral Region; Compound autofluorescence, 340/450 nm, Alexa 350 dye-equivalents; hits give high values; max dye-equivalent concentration, M; 11% of 59,000 active; AID 590, 2007; in the data active = max dye-equivalent concentration above about 10 nM; inconclusive = mostly about 1.1 nM to 9.6 nM
4MU fluor: qHTS Assay for Spectroscopic Profiling in 4-MU Spectral Region; 11% of 59,000 active; compound autofluorescence, 340/450 nm, 4-MU equivalents; hits give high values; max dye-equivalent concentration, M; in the data active = max dye-equivalent concentration above about 10 nM; inconclusive = mostly about 1.1 nM to 9.6 nM
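Intrinsic fluorescence at 340/450 nm (ex/em) was read after 15 min at room temperature in pH 8.0, 100 mM Tris. Each compound concentration expressed as 4-MU-equivalent concentration from a six-point 4-MU standard series on each plate.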
Caspase-1 inhib: qHTS Assay for Allosteric/Competitive Inhibitors of Caspase-1; P29466; Caspase-1 enzyme, Ac-WEHD-AFC fluorogenic rate; Potency, µM (highest dose often 57.5 µM), for the others: at the top dose activity change, negative = inhibition, most hits filed as inhibitors; 0.03% of 75,000 active; AID 900, 2007;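 also: potency is read from the fitted curve at half-maximal effect; plate controls were vehicle for no effect and no substrate for full effect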
BRCT inh green: qHTS Assay for Inhibitors of BRCT-Phosphoprotein Interaction (Green Fluorophore); Breast cancer type 1 susceptibility protein (Homo sapiens), P38398; BRCA1 BRCT-phosphopeptide binding, green fluorescence polarization; Potency, µM (highest dose often 76.9 µM), inactives show top-dose activity change, negative = inhibition, hits mostly inhibitors; 0.05% of 75,000 active; AID 875, 2007;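 also: potency is read from the fitted curve at half-maximal effect; plate controls were peptide without protein for full effect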
Target sequence (P38398 whole entry, looked up): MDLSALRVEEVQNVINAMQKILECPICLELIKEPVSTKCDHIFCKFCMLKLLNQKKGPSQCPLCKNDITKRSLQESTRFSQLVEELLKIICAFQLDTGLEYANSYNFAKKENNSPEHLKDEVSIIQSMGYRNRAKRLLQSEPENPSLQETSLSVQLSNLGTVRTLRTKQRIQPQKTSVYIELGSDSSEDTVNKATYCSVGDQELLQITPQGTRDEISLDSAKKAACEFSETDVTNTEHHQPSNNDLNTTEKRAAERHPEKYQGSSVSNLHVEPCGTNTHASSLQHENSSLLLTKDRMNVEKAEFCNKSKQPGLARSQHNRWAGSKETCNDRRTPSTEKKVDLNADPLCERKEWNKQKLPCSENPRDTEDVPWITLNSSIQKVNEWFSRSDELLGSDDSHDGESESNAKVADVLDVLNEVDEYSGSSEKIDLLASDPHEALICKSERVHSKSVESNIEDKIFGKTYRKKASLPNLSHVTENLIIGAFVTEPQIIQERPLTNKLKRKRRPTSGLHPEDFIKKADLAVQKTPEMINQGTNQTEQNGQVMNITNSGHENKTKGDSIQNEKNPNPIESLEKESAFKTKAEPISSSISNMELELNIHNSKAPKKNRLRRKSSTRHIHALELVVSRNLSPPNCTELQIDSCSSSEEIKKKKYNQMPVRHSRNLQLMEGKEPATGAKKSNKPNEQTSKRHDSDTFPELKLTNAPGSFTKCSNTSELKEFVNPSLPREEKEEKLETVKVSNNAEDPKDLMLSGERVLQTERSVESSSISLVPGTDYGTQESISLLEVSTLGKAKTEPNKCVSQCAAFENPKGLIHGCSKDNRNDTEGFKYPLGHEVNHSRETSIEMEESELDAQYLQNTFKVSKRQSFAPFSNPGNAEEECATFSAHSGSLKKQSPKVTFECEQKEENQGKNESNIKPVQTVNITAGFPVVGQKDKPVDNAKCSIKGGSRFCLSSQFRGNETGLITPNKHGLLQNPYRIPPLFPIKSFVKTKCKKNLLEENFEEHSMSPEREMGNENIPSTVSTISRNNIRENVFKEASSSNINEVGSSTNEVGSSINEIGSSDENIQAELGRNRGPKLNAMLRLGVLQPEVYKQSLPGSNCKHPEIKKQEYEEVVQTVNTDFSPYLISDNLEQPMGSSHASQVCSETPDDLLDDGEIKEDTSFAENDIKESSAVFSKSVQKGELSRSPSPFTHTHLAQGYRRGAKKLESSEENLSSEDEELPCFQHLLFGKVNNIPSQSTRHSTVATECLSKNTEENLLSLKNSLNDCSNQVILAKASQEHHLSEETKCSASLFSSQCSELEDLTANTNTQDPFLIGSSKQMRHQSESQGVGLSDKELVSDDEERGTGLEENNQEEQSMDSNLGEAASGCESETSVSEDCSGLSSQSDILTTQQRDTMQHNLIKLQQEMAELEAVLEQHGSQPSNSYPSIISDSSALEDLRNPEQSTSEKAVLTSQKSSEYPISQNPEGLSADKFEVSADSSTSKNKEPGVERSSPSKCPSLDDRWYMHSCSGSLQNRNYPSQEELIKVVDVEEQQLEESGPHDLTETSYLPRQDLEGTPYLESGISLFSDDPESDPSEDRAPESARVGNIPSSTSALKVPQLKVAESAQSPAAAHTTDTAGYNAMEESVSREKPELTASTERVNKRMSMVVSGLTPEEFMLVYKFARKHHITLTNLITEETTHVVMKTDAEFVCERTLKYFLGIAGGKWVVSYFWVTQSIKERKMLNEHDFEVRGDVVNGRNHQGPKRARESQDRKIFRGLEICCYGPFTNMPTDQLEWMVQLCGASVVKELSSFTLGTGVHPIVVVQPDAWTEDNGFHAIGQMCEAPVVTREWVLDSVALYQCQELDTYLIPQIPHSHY
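Fluorescence polarization: His-tagged BRCT (~35 kDa BRCA1 C-terminus, 250 nM) bound to 100 nM fluorescein-labeled phosphorylated 10-aa BACH1 peptide, pH 7.3 phosphate buffer with DTT and Tween 20. Compounds incubated 12 min at room temperature; inhibition read as lowered polarization.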
HEK293 cAMP ctrl: qHTS Assay for Agonists of the Thyroid Stimulating Hormone Receptor: Activators of Intracellular cAMP Concentrations in Parental HEK 293 | AID 938, 2007 | 2.5% of 73,000 active | Potency, µM (top dose mostly 57.1 µM), for the others: at the top dose activation, most hits filed as activators | parental HEK293 CNG cAMP sensor, membrane potential fluorescence; also: potency is read from the fitted curve at half-maximal effect; % of control where 0% means no effect; nearly all actives have a fitted effect of over 55% in size
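Parental HEK 293 cells stably expressing a modified CNG channel (no TSHR) report cAMP rise as membrane depolarization. Membrane potential dye with 100 uM RO 20-1724 was loaded for 60 min at room temperature, then compound added for 30 min; fluorescence read at 590 nm.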
GFP derepression: qHTS Assay for Epigenetic Modulators; mouse C127i GFP locus derepression, cytometry, 30 h; Potency, µM (titrated, usually from 46.1 µM), inactives show at the top dose GFP derepression (activation); 0.09% of 68,000 active; also: % of control where 0% means no effect
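Derepression screen: silenced CMV-GFP reporter in murine C127i cells, 30 h compound incubation at 37 C, washed cells imaged by laser-scanning cytometer to enumerate GFP-expressing objects of 20 to 120 um.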
Caspase-7 inhib: qHTS Assay for Allosteric/Competitive Inhibitors of Caspase-7. P55210. 0.02% of 75,000 active. Potency, µM (titrated, usually from 57.5 µM), for the others: at the highest dose activity change, negative = inhibition, actives largely listed as inhibitors. recombinant caspase-7, Ac-DEVD-AFC fluorescence rate; active = well fitted inhibition curve with a large enough effect in the main read-out, with a control signal flat, not every such curve was filed as active; inconclusive = small, poorly fitted or top-dose-only effect, or a change in a side signal; also: potency is read from the fitted curve at half-maximal effect; % of control where 0% means no effect
Fluorescein autfl: qHTS Assay for Spectroscopic Profiling in Fluorescein Spectral Region. Compound autofluorescence, 480/540 nm, fluorescein-equivalent; hits give high values. max fluorescein-equivalent concentration, M. 0.91% of 59,000 active. AID 593, 2007; in the data active = max fluorescein-equivalent concentration above about 10 nM; inconclusive = between about 1.1 nM and that limit
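Normalized response (dye-equivalent concentration) derives from comparing each well's 540 nm emission, under 480 nm excitation, with plate-resident fluorescein standards. Compounds were held in 100 mM Tris, pH 8.0, for 15 min at room temperature.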
BRCT inh red: qHTS Assay for Inhibitors of BRCT-Phosphoprotein Interaction (Red Fluorophore). Breast cancer type 1 susceptibility protein (Homo sapiens), P38398. BRCT-phosphopeptide binding, red fluorescence polarization. Potency, µM (highest dose often 76.9 µM), for the others: at the top dose activity change, negative = inhibition, actives largely listed as inhibitors. 0.03% of 75,000 active. AID 892, 2007; also: % is scaled to controls: 0 for no effect and ±100 for the full control effect
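Rhodamine-labelled pBACH1 10-mer (100 nM) bound to BRCT domain (100 nM) at pH 7.3; compounds incubated 12 min room temperature, polarization read. Free peptide defines full inhibition; unlabelled decapeptide titrated as control.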
USP2a inh: qHTS Assay for Inhibitors of Ubiquitin-specific Protease USP2a; Ubiquitin carboxyl-terminal hydrolase 2 (Homo sapiens), O75604; USP2a enzymatic assay, qHTS inhibition; Potency, µM (doses to about 38.3 µM), for the others: at the highest dose activity change, negative = inhibition, actives largely listed as inhibitors; 0.1% of 60,000 active; AID 927, 2007;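 also: potency is read from the fitted curve at half-maximal effect; nearly all actives have a fitted effect of over 60% in size; plate controls were DMSO for no effect and NEM full inhibition control for full effect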
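USP2 core (20 nM final) was preincubated with compound for 30 min at RT in 20 mM Tris-HCl pH 8.0, 2 mM CaCl2, 2 mM beta-mercaptoethanol; Ub-PLA2 (20 nM) plus NBD C6-HPC (20 uM) then added, fluorescence read after 2.5 h.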
UbGFP stabilizer: Ubiquitin-GFP Assay | Ubiquitin-GFP reporter cells, proteasome inhibition, GFP fluorescence; response scale: untreated = 0%, 10 µM MG-132 = 100% | Potency, µM (doses to about 45.9 µM), for inactives: at the highest dose activation (GFP accumulation), most hits filed as activators | 67,000 tested, under 10 active | AID 526, 2006; active = well fitted activation curve with a large enough effect, not every such curve was filed as active; inconclusive = small, poorly fitted or top-dose-only effect, or another doubt; inactive = no such curve, though single readings can be large or run the other way; also: potency is read from the fitted curve at half-maximal effect
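U2OS cells expressing ubiquitin(G76V)-GFP, seeded overnight in 0.5% FBS medium, then treated 4 hr at 37 C across 46 uM to 2.9 nM. GFP-positive cells counted by laser cytometry (488 ex/515 em); %activity scaled between basal and 10 uM MG-132.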
Active calls of the source: *; i = inactive; ? = inconclusive; · = not tested or not shown; [ ] = dose if it differs, or a comment. Unless noted, calls follow the shape of the dose curve; as a rule, active = well fitted curve in the direction sought with a large enough effect; inconclusive = small, poorly fitted or top-dose-only effect, or another doubt; inactive = no such curve, though single readings can be large; an effect the other way counts as inactive or inconclusive. These rows are one share of the data, so the mix of outcomes need not match the whole.

SMILES	A350 autofl	4MU fluor	Caspase-1 inhib	BRCT inh green	HEK293 cAMP ctrl	GFP derepression	Caspase-7 inhib	Fluorescein autfl	BRCT inh red	USP2a inh	UbGFP stabilizer
O=[N+]([O-])c1ccc2c(c1)Cc1cc(N=Cc3ccc4c(c3)OCO4)ccc1-2	i	i	-2%[11.5 µM]	4.1%[15.4 µM]	-13%[11.4 µM]	3%[9.22 µM]	-3%[11.5 µM]	i	0.5%[15.4 µM]	·	5%[9.17 µM]
Cc1cccc(C)c1N(CC(=O)N1CCN(C)CC1)S(C)(=O)=O	i	i	4%	-2.7%	15%	-1%	3%	i	0.1%	12%	6%
CC(C)Cn1c(NCCN(C)C)nc2c1c(=O)[nH]c(=O)n2C	i	i	-3%	-0.7%	-4%	2%	3%	i	0.8%	0%	-3%
COc1ccc(OC)c(-c2cc(C(=O)Nc3cc(C)on3)no2)c1	2.5e-07M*	2.9e-07M*	-1%	-0.5%	16%	1%	0%	i	-0.9%	5%	-14%
COc1ccc(CCC(=O)c2c(O)cc(O[C@@H]3O[C@H](CO)[C@@H](O)[C@H](O)[C@H]3O[C@@H]3O[C@@H](C)[C@H](O)[C@@H](O)[C@H]3O)cc2O)cc1O	·	·	2%	-0.2%	?	·	1%	·	1.4%	·	·
COc1ccc(C)cc1NC(=O)c1ccoc1C	·	·	-6%	-0.9%	11%[11.4 µM]	-2%	0%	·	-0.4%	21%[7.66 µM]	20%[9.17 µM]
C[C@H]1C[C@H]2[C@H]3CCC4=CC(=O)C=C[C@@]4(C)[C@]3(F)[C@H](O)C[C@]2(C)[C@@]1(O)C(=O)COP(=O)(O)O	i	i	·	-1.1%[15.4 µM]	-1%[11.4 µM]	-2%[9.22 µM]	-10%[11.5 µM]	?	-2.8%[15.4 µM]	·	0%[9.17 µM]
Cc1c(NC(=O)NCCN2C(=O)C3C4C=CC(C4)C3C2=O)c(=O)n(-c2ccccc2)n1C (stereo not drawn)	·	·	1%	-4.3%	10%	·	0%	·	-0.5%	·	3%
O=C(c1ccco1)N1CCN(C(c2cccs2)c2nnnn2C2CCCCC2)CC1 (stereo not drawn)	?	i	0%	-0.6%	9%	2%	9%	?	0.3%	10%	4%
Cc1cc(C)n2ncc(C(=O)NCc3cccnc3)c2n1	1.2e-08M*	?	1%	0.0%	8%	1%	0%	?	0.9%	-3%	-1%
CCCCOC(=O)Nc1ccc(N2CCOCC2)cc1	·	·	1%	0.1%	9%	2%	1%	·	0.9%	1%	5%
CN1CCN(c2ncnc3ccc(-c4ccoc4)cc23)CC1	?	?	-4%	6.1%	7%	0%[9.22 µM]	-3%	?	-1.2%	30%[activator]	2%
COc1ccc(N2C(=O)C3CCCN3C2c2ccc(C)cc2)cc1Cl (stereo not drawn)	i	i	-1%	0.1%	8%	2%	-1%	i	1.0%	15%	-3%
CCSc1nnc(NC(=O)c2ccccn2)s1	i	i	1%	-0.4%	0%	9%	1%	?	0.4%	8%	-1%
O=C(O)c1[nH]c(=O)[nH]c(=O)c1CN1CCCCC1	i	i	1%[11.5 µM]	-1.2%[15.4 µM]	-1%[11.4 µM]	-1%[9.22 µM]	-1%[11.5 µM]	?	-5.5%[15.4 µM]	·	0%[9.17 µM]
COC(=O)CNC(=O)[C@@]1(Cc2ccccc2)C=C[C@@H](C)N1C(=O)c1ccccc1	·	·	-2%	-1.5%	?	·	-2%	·	-0.4%	·	·
OC/C(Br)=C(\Br)CO	·	·	2%	-2.5%	-36%[inhibitor]	·	0%	·	-0.2%	·	·
CC(=O)NCCOC(=O)Nc1cccnc1	·	·	0%	-6.3%	14%	2%	-1%	·	0.6%	-3%	4%
CCOCCCNC(=O)c1[nH]c(C)c(C(C)=O)c1C	i	i	3%	-1.2%	-1%	3%	1%	i	0.2%	7%	6%
COC(=O)C1=C(N)OC2=C(C(=O)CC(C)(C)C2)C1c1ccoc1 (stereo not drawn)	i	i	-2%	-0.8%	?	-2%	0%	?	-0.9%	-3%	-9%
Cc1ccc(-n2[nH]c(C)c(C=Nc3ccc(C)cn3)c2=O)cc1	i	i	2%	0.1%	9%	-1%	1%	i	0.4%	-10%	-4%
CSc1nc2ccc(NC(=O)C3CC(=O)N(Cc4ccco4)C3)cc2s1 (stereo not drawn)	i	i	2%	-0.4%	?	0%	-4%	?	-0.6%	24%	2%
O=C(Oc1ccccc1)c1cc2ccccc2o1	i	i	0%	-1.1%	3%	2%	0%	?	-0.3%	3%	-2%
CC1CCN(C(=O)Cn2c(SCC(=O)Nc3nccs3)nc3ccccc32)CC1	i	i	0%	0.1%	?	3%	-1%	i	0.1%	36%[activator]	1%

Some of the entries above in a different format:
| Compound | A350 autofl | 4MU fluor | Caspase-1 inhib | BRCT inh green | HEK293 cAMP ctrl | GFP derepression | Caspase-7 inhib | Fluorescein autfl | BRCT inh red | USP2a inh | UbGFP stabilizer |
| --- | --- | --- | --- | --- | --- | --- | --- | --- | --- | --- | --- |
| COc1ccc(C)cc1NC(=O)c1ccoc1C | · | · | -6% | -0.9% | 11%[11.4 µM] | -2% | 0% | · | -0.4% | 21%[7.66 µM] | 20%[9.17 µM] |
| C[C@H]1C[C@H]2[C@H]3CCC4=CC(=O)C=C[C@@]4(C)[C@]3(F)[C@H](O)C[C@]2(C)[C@@]1(O)C(=O)COP(=O)(O)O | i | i | · | -1.1%[15.4 µM] | -1%[11.4 µM] | -2%[9.22 µM] | -10%[11.5 µM] | ? | -2.8%[15.4 µM] | · | 0%[9.17 µM] |
| Cc1c(NC(=O)NCCN2C(=O)C3C4C=CC(C4)C3C2=O)c(=O)n(-c2ccccc2)n1C (stereo not drawn) | · | · | 1% | -4.3% | 10% | · | 0% | · | -0.5% | · | 3% |
| O=C(c1ccco1)N1CCN(C(c2cccs2)c2nnnn2C2CCCCC2)CC1 (stereo not drawn) | ? | i | 0% | -0.6% | 9% | 2% | 9% | ? | 0.3% | 10% | 4% |
| Cc1cc(C)n2ncc(C(=O)NCc3cccnc3)c2n1 | 1.2e-08M* | ? | 1% | 0.0% | 8% | 1% | 0% | ? | 0.9% | -3% | -1% |
| CCCCOC(=O)Nc1ccc(N2CCOCC2)cc1 | · | · | 1% | 0.1% | 9% | 2% | 1% | · | 0.9% | 1% | 5% |

Carrying on.
SMILES	A350 autofl	4MU fluor	Caspase-1 inhib	BRCT inh green	HEK293 cAMP ctrl	GFP derepression	Caspase-7 inhib	Fluorescein autfl	BRCT inh red	USP2a inh	UbGFP stabilizer
N#Cc1c(N)oc(-c2ccco2)c1-c1ccco1	?	?	-12%	-6.2%	-16%	-3%	-15%	?	-3.7%	3%	-2%
CCCc1cc(=O)[nH]c(SCC(=O)N(C)CC(=O)Nc2ccc(C)cc2)n1	i	i	1%	0.1%	0%	2%	0%	i	0.7%	-1%	-1%
O=C(CN1C(=O)C2C3C=CC(C3)C2C1=O)N1CC(=O)N(CCc2ccccc2)C(=O)C1 (stereo not drawn)	i	i	-1%	-1.5%	?	0%	-2%	i	0.8%	7%	-3%
Cc1ccc(Cl)c(OCC(O)CN(CCO)CCO)c1 (stereo not drawn)	i	i	-1%	-0.1%	3%	-2%	0%	i	0.7%	3%	1%
N#CCCn1c(=O)cnc2cnc(OCc3ccccc3)nc21	i	i	-4%	-2.4%	21%	5%[9.22 µM]	-2%	i	-1.6%	-1%	-1%
O=C(Cc1ccc(Cl)cc1)Nc1ccc2oc(-c3ccncc3)nc2c1	4.6e-07M*	2.5e-07M*	0%	0.5%	11%	5%	0%	i	0.9%	-2%	2%
CC1=C(C(=O)Nc2ccccc2)C(c2ccc(C)o2)N2C(=O)CSC2=N1 (stereo not drawn)	·	·	-1%	-2.0%	2%	3%	-1%	·	0.8%	10%	3%
NCCNC(=O)c1ncsc1-c1cccc(F)c1	i	i	-3%	-0.3%	3%	-1%	-6%	i	-2.5%	-1%	-6%
O=C(NC1CCCC1)C(c1cccs1)N(Cc1ccco1)C(=O)Cn1nnc(-c2cccs2)n1 (stereo not drawn)	i	i	-3%	-1.0%	20µM*	-2%	-1%	i	0.0%	29%	-2%
CC(N=c1ccccn1C(=O)Nc1ccc(F)cc1)c1ccco1 (stereo not drawn)	i	i	0%	0.3%	-6%	3%	-2%	?	-0.3%	-6%	0%
CCCCN(C)C(=O)C1CCN(C/C(C)=C/c2ccccc2)CC1	i	i	1%	1.3%	?	-3%	3%	?	-1.8%	·	-2%
O=C1CC(c2ccc(S(=O)(=O)N3CCCCC3)cc2)CN1 (stereo not drawn)	i	i	-4%	0.7%	5%	0%	0%	i	-0.2%	8%	-3%
